# mcGAS MS inh: mouse cGAS inhibition by mass spec | Q8C6L5 | recombinant mouse cGAS, cGAMP by RapidFire MS | inhibition, % at 12.5 µM | 0.18% of 130,000 active;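 active = inhibition of cGAS enzyme activity at or above 60%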;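 note: enzyme stimulated by 45 bp dsDNA with ATP and GTP substrates; cGAMP share of summed cGAMP plus half ATP and half GTP signals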
# Target sequence (Q8C6L5 whole entry, looked up): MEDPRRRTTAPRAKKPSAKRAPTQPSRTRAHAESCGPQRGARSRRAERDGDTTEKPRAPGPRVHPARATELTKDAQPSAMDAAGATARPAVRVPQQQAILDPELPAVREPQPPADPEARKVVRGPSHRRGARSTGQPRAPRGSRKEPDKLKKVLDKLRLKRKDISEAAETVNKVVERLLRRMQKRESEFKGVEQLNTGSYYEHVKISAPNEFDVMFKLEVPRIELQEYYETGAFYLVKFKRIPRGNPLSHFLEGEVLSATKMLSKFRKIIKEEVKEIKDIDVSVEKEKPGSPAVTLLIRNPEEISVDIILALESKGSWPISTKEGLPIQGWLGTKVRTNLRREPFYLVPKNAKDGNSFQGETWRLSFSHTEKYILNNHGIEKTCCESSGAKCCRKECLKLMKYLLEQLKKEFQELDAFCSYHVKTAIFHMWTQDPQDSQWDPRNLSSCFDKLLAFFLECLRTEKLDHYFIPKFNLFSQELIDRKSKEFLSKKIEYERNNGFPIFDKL
# * = called active by the depositor.
SMILES,mcGAS MS inh
O=c1nc2ccccc2c2n1CC(CN1CCN(c3ccccc3)CC1)N2 (stereo unspecified),-11
COc1cc(C(=O)O)c(CNC(=O)CSc2n[nH]c(-c3ccccc3)n2)c(OC)c1OC,-1
NS(=O)(=O)CCN1CCc2cc(Cl)cc(Cl)c2C1,-5
COCCCN1CCCN(S(=O)(=O)c2ccc(C)cc2F)CC1,-16
C=CCn1c(SCc2nc(-c3cccs3)no2)nnc1C1CCCCC1,-6
Cc1onc(-c2ccccc2Cl)c1C(=O)N1CC(C)OC(C)C1 (stereo unspecified),0
COc1cc(Cl)c(C)cc1NC(=O)Cn1nnc2ccccc2c1=O,-5
CC(C(=O)Nc1cccc(Cl)c1)N(C)Cc1cccs1 (stereo unspecified),-7
COCCn1cc(NC(=O)Nc2ccccc2F)c2ccccc21,-5
COc1cc(CN2C(=O)C(C)ON=C2c2ncccc2C)cc(OC)c1 (stereo unspecified),0
COc1ccc2c(c1)N(CNC1(c3ccc(Cl)cc3)CCCC1)C(=O)C2=O,3
CC(=O)c1c(C)[nH]c(C(=O)CSc2nnnn2C2CCCC2)c1C,-1
O=C(Cn1ccc(=O)[nH]c1=O)NCCCN1c2ccccc2Sc2ccccc21,1
CCOc1cc(/C=C(/C#N)c2ccc(F)cc2)ccc1OCc1ccc(C(=O)O)o1,8
Cc1cnc(C(=O)N2CCOC(COc3cccc(C(F)(F)F)c3)C2)cn1 (stereo unspecified),-4
O=C(NCc1ccco1)N1CCC(C(=O)N2CCc3ccccc32)CC1,-1
Cc1noc(C)c1NC(=O)N1CC[C@@](C)(O)[C@@H](CC(C)C)C1,-3
CCOc1c(CC)cnc2c1c(=O)n(CC(=O)N(C)c1ccccc1)c(=O)n2C,-7
COc1ccc2c(c1)CC(NCCNc1cccnc1)CC2 (stereo unspecified),-15
Cc1nnc(NC(=O)c2nn(CC(C)C)c(=O)c3ccccc23)s1,-3
COCCNC(=O)CCC1CCN(C(=O)Nc2cc(C)ccc2OC)CC1,0
CC(NC(c1ccccc1)C(C)C)c1ccc(S(=O)(=O)N(C)C)cc1 (stereo unspecified),1
Cc1nc2sc(C)c(C)n2c(=O)c1NC(=O)c1ccc(F)cc1,-8
Cc1onc(-c2ccccc2)c1C(=O)Nc1sc(C)c(C)c1C(=O)OC(C)C,1
Cc1cccc(CN2CCN(C(=O)CSc3nnnn3-c3c(C)cccc3C)CC2)c1,-3
CN(C)c1ccc(N2C(=O)C=CC2=O)cc1,-7
CC(=O)Nc1cc(-c2ccccc2)nn1-c1ccc(C(=O)NCCc2cccc(F)c2)cc1,5
O=C(N=Nc1c(O)[nH]c2ccccc12)c1ccccc1O,41
CC(=O)N1CC(C(=O)N=c2sccn2Cc2ccc(C)cc2)Oc2ccccc21 (stereo unspecified),-4
O=C(COc1c(Cl)cccc1Cl)Nn1cnc2scc(-c3ccccc3)c2c1=O,-3
CCCN(Cc1cc(=O)n2ccccc2n1)C1CCc2ccccc2C1 (stereo unspecified),-8
CC1CCc2[nH]nc(C(=O)N3CCC4(CC3)C(=O)N(C)c3ccccc34)c2C1 (stereo unspecified),-36
Cc1oc2c(CN3CC(C)OC(C)C3)c(O)ccc2c(=O)c1-c1ccccc1Cl (stereo unspecified),1
NS(=O)(=O)c1ccc(CCNC(=O)C2CC23c2ccccc2-c2ccccc23)cc1 (stereo unspecified),-134
C=C(C)Cn1c(SC(C)C(C)=O)nc2c1c(=O)[nH]c(=O)n2C (stereo unspecified),-1
CC(=O)c1c(-c2ccccc2)nc2n(C)c3cc(C)c(C)cc3n12,0
CN(C)c1c(Cl)cccc1NC(=O)C1CCN(c2ccccc2Br)C1=O (stereo unspecified),-7
COC(=O)c1ncn(Cc2nc3ccc(Cl)cc3c(=O)[nH]2)n1,-4
Cc1ccc(N=C2N=C(N)c3ccccc32)cc1Cl,-5
CCOc1ccc(CN2C(=O)C(O)(CC(C)=O)c3cccc(C)c32)cc1 (stereo unspecified),-3
CCOC(=O)c1c(C)[nH]c(C(=O)NC(C)C(=O)N2CCOCC2)c1C (stereo unspecified),-5
CN1CCC2(CC1)NC(=O)NC2=O,0
CCc1ccc(CN(C)C(=O)COc2cc(C)ccc2C(N)=O)cc1,-5
CCOc1ccc2ccccc2c1C(=O)Nn1cnc2c(cnn2-c2ccccc2)c1=O,-9
CC1(C(=O)NS(=O)(=O)c2ccc3c(c2)CCO3)CCN1C(=O)C1(c2ccc(Cl)cc2)CC1 (stereo unspecified),-9
CCC(CC)NC(=O)CN1CCCC(C)(CO)C1 (stereo unspecified),4
CC(O)=Cc1nc(=O)c2c(C)cc(C)nc2n1-c1ccccc1,-7
Cn1cc(C(=O)NC(COc2ccccc2F)C(C)(C)C)ccc1=O (stereo unspecified),-21

# Taken from above.
# mcGAS MS inh, CCC(CC)NC(=O)CN1CCCC(C)(CO)C1 (stereo unspecified) = 4
# mcGAS MS inh, CCc1ccc(CN(C)C(=O)COc2cc(C)ccc2C(N)=O)cc1 = -5

# Other structures.
SMILES,mcGAS MS inh
NC(=O)C1CCN(c2ccc(NC(=O)CC3CCCCC3)cc2)CC1,4
CCN[C@H]1CN(CCCOC)S(=O)(=O)c2sc(S(N)(=O)=O)cc21,-1
CCc1nnc(CN(CC)C(=O)c2cccc(-c3ccc(C)o3)c2)o1,-9
CC(=O)N1CCC2(CC1)OC(=O)C(C)=C2C(=O)NC(C)C,0
CN(CC1CCCCO1)C(=O)C1CCCCC1C(=O)N1CCCC1 (stereo unspecified),-43
Cn1cc(C(=O)Nc2ccccc2)c2[nH]c(=O)n(Cc3ccccc3)c(=O)c21,-21
O=C(NCC1CCCN(Cc2cccc(-c3ccco3)c2)C1)c1cccs1 (stereo unspecified),-3
CCN(CC)CC(=O)NCC1(C)CCCCC1O (stereo unspecified),-11
CC(=NNc1nc2ccccc2[nH]1)c1ccc(C)o1,-7
COc1cccc(-c2nccn2-c2ccc3cn[nH]c3c2)c1OC,-32
COc1ccc(-c2cc(CC#N)no2)cc1OC,-17
CCCn1cnnc1Cn1cnc(-c2ccccc2)c1-c1cn(CC)nc1C,-14
COc1cc(OC)cc(C(=O)NCC2CCCN(C(=O)C3=CCCC3)C2)c1 (stereo unspecified),1
O=P1(NN=Cc2c(O)ccc3ccccc23)C=C(c2ccccc2)OC(c2ccccc2)=C1,-9
Cc1nc(C#N)c(NCc2ccccc2Cl)o1,10
CCc1cccc(NC(=O)Cn2nc(-c3ccccc3)oc2=O)c1,-7
CCCc1cc(=O)n2c(nc3ccccc32)[nH]1,2
Cc1c(C(=O)NCCCO)c(C(F)(F)F)nn1C1CCCN(C(C)C)C1 (stereo unspecified),-8
CC1=CC(C)(C)[N+](C)=CN1c1ccccc1,-8
CCN(C(=O)COC(=O)c1ccc(C(C)C)cc1)c1ccccc1,-1
C=C(C)Cn1c(=O)c2c(nc3n2CCN3c2cccc(OC)c2)n(C)c1=O,-9
Cc1cnc(C(=O)N2CCN(c3ccccc3Cl)CC2)cn1,-9
O=C1c2ccccc2C2=Nc3ccccc3S(=O)(=O)C(c3ccc(Cl)cc3)C12 (stereo unspecified),1
O=C(CN1CCN(c2cccc(Cl)c2)CC1)N1CCNC1=O,-13
CC(C)CCNC(=S)NNC(=O)C1CCCO1 (stereo unspecified),-9
CCC(=O)N1CCCC(N2CCN(c3ccccc3)CC2)C1 (stereo unspecified),-4
Cc1cc(C)c(CNC(=O)N2CCC(c3noc(C)n3)CC2)c(C)c1,-5
Cc1cccnc1NC(=O)NCC(O)c1ccc(OC(F)(F)F)cc1 (stereo unspecified),-2
CN(Cc1n[nH]c2c1CCCCC2)C(=O)[C@@H]1C[C@H](N)CN1C,-17
COCc1noc(C(C)c2ccc3ccccc3c2)n1 (stereo unspecified),-2
CCC1=C(C(=O)OC)C(c2cccc(O)c2)n2ncnc2N1 (stereo unspecified),-12
COc1ccc(C)nc1NC(=O)c1ccc(C)nc1,-6
Cc1ccc(CC(C)N(C)S(=O)(=O)CCCC#N)cc1 (stereo unspecified),30
COc1cc(OC)cc(C(=O)Nc2cc3c4c(c2)C(C)C(=O)N4CCC3)c1 (stereo unspecified),-9
Cc1c(C)n(Cc2ccco2)c2ncnc(Nc3ccc(O)cc3)c12,-3
O=C(c1cn(Cc2ccc(F)cc2Cl)nn1)N1CCC(C2CCCCC2)C1 (stereo unspecified),-8
CC(C)(C)c1nnnn1CC(O)c1ccc(C(F)(F)F)cc1 (stereo unspecified),-11
O=c1c2cc3c(=O)n(CC4CCCO4)ccc3nc2ccn1CCO (stereo unspecified),-2
COc1ccccc1C(=O)C1CCCN(C(=O)CN2C(=O)c3ccccc3C2=O)C1 (stereo unspecified),-10
O=[N+]([O-])C1C(c2ccccc2)=NOC1c1ccccc1O (stereo unspecified),-15
CC(C(=O)Nc1ccc(C#N)cc1)N1C(=O)N(C)C(C)(C)C1=O (stereo unspecified),-2
Cc1cccn2c(CNC(=O)CCn3cncn3)cnc12,-12
CCCC(C)NC(=O)CCc1ccc(S(=O)(=O)NCc2ccccc2)cc1 (stereo unspecified),1
Fc1ccccc1Oc1cc(N2CCOCC2)ncn1,-4
O=C(Nn1ccc2c(nnc3c(-c4ccccc4)cnn32)c1=O)c1ccccc1,-8
COc1cc(C)ccc1S(=O)(=O)NC(=O)C1(C)CCN1C(=O)CC1CCCC1 (stereo unspecified),-4
Cc1ccc(O)c(S(=O)(=O)Nc2ccc(N3CC(C)OC(C)C3)cc2)c1 (stereo unspecified),1
c1cc2c(cc1-c1[nH]ncc1CNCCCOC1CCCCC1)OCO2,6
COc1ccc(-n2cc(-c3ccc([N+](=O)[O-])cc3)[n+]3c2SCCC3)cc1,-7
OCCC1CN(Cc2cccc3nccnc23)CCN1Cc1ccc(F)c(F)c1 (stereo unspecified),-7
CN1CC(=O)NC(=O)C1,1
COc1cc(C(=O)NCc2nc(C)cs2)cc(Cl)c1OCC(N)=O,8
CCS(=O)(=O)N1CCC(NC(=O)C=C(C)C)CC1,-30
CC(Oc1ccccc1C#N)C(=O)N1CCN(C(=O)c2cc(Cl)cc(Cl)c2)CC1 (stereo unspecified),-2
COc1ccccc1CCc1nnc(CCC(=O)NC(C)CCn2cccn2)o1 (stereo unspecified),3
Cc1ocnc1C(=O)N1CCCC(C(=O)Nc2cccc(-c3ccc(F)cc3)c2)C1 (stereo unspecified),-3
O=C(CCc1ncc(-c2ccccc2)o1)N1CCCC1c1cccs1 (stereo unspecified),-8
Cc1nc(-c2ccco2)ccc1C(=O)NCC(=O)NC(C)(C)C,-10
COCC(=O)N1CCCN(CCn2c(=O)oc3ccccc32)CC1,-24
CC(CNc1ccccn1)CC1(C)OCCO1 (stereo unspecified),3

# (next part)
SMILES,mcGAS MS inh
C=CCN=c1scc(-c2ccc(Cl)cc2)n1N=Cc1cccnc1,-13
COc1ccccc1OCc1cc(C(=O)N(CCO)Cc2ccccc2)no1,-3
Cc1cccc(COCC2CN(C(=O)c3cnc4ccccc4c3)CCO2)c1 (stereo unspecified),-4
CCSC1(SCC)N=C(N)C2(C#N)C(c3ccccc3Br)C12C#N (stereo unspecified),6
COc1ccc(OCC(=O)NNC(=O)c2ccc(N3CCCC3=O)cc2)cc1,-1
CC(C)(C)CC(C)(C)Nc1c(-c2ccccc2Cl)nc2ccc(Cl)cn12,-3
Nc1nc(SCC(=O)N2CCOCC2)n[nH]1,-7
O=[N+]([O-])c1ccc2[nH]c(O)c(N=Nc3cccc(C(F)(F)F)c3)c2c1,0
O=C(CS(=O)Cc1ccc(F)cc1)Nc1ccc(F)cc1F (stereo unspecified),-15
COCC1CCCCN1c1nc2nonc2nc1NCc1cccs1 (stereo unspecified),-15
CN1C(=O)C(Cc2c[nH]c3ccccc23)NC1=S (stereo unspecified),-12
N#Cc1ccc(/C=C/c2nc(-c3ccc(F)cc3)cs2)cc1,5
O=C1COCc2ccc(-c3cc4ccccc4o3)cc2N1CC1CC1,-13
CC(C)NC(=O)CNC(=O)c1ccc(Cl)c(NC(=O)c2cccs2)c1,-7
COc1ccc(/C=C(/C#N)S(=O)(=O)C2CCCCC2)cc1,3
CN1CCC(OC(=O)c2ccc3cc(C(=O)OC4CCN(C)CC4)ccc3c2)CC1,-8
O=C(OCc1cc(-c2ccc(F)cc2F)on1)c1ccc(Br)o1,-3
O=C(c1c[nH]c(=O)c(Cl)c1)N1CCOC(COCc2ccc(F)cc2Cl)C1 (stereo unspecified),-4
CCn1c(-c2ccc(Cl)cc2)nn(CN2CCN(c3nccs3)CC2)c1=S,-9
Clc1ccc(-c2nc(-c3ccncc3)no2)cc1,-1

# Some of these compounds in order of the mcGAS MS inh value, ascending.
Compound	mcGAS MS inh
CC(C)NC(=O)CNC(=O)c1ccc(Cl)c(NC(=O)c2cccs2)c1	-7
O=C(OCc1cc(-c2ccc(F)cc2F)on1)c1ccc(Br)o1	-3
Clc1ccc(-c2nc(-c3ccncc3)no2)cc1	-1

# Sorted by molecular weight (lowest first): some entries from above
SMILES,mcGAS MS inh
CCC(=O)N1CCCC(N2CCN(c3ccccc3)CC2)C1 (stereo unspecified),-4
CCc1cccc(NC(=O)Cn2nc(-c3ccccc3)oc2=O)c1,-7
CC(=O)c1c(C)[nH]c(C(=O)CSc2nnnn2C2CCCC2)c1C,-1
COc1cc(CN2C(=O)C(C)ON=C2c2ncccc2C)cc(OC)c1 (stereo unspecified),0
CCN[C@H]1CN(CCCOC)S(=O)(=O)c2sc(S(N)(=O)=O)cc21,-1
CN1CCC(OC(=O)c2ccc3cc(C(=O)OC4CCN(C)CC4)ccc3c2)CC1,-8
CC(=O)Nc1cc(-c2ccccc2)nn1-c1ccc(C(=O)NCCc2cccc(F)c2)cc1,5

# High-throughput results as filed in PubChem BioAssay.

# These rows are one share of the data (hit frequency here may not be typical).
